FEN1 inhibitor = qHTS Assay for the Inhibitors of Human Flap endonuclease 1 (FEN1); Recombinant FEN1 flap cleavage, fluorescence, 15 min; hit rate 0.35% among 390,000; AID 588795, 2011; Potency, µM (top dose mostly 114 µM), for inactives: at the top dose activity change, negative = inhibition, actives largely listed as inhibitors; further: nearly all actives have a fitted effect of over 65% in size
Target sequence (P39748 whole entry, looked up): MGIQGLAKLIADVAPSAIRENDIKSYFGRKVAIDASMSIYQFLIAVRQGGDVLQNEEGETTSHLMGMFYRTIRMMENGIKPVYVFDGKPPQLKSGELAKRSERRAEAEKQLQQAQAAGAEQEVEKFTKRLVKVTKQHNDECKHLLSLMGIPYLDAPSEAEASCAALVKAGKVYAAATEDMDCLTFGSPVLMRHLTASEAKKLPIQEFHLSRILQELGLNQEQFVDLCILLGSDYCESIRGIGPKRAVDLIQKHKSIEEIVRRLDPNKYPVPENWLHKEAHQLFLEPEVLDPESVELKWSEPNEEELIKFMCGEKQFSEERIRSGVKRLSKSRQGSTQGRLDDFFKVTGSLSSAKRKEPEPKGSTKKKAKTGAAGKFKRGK
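Compounds are tested as a concentration series against 10 nM FEN1; after a 15 min room-temperature preincubation, 50 nM substrate starts cleavage, with plate reads at 0 and 15 min. Normalized responses are fitted by a Hill equation.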
N370S GC = qHTS Assay for Inhibitors and Activators of N370S glucocerebrosidase as a Potential Chaperone Treatment of Gaucher Disease; Lysosomal acid glucosylceramidase (Homo sapiens), P04062; N370S GC spleen homogenate, 4MU-glucoside fluorescence; Potency, µM (highest dose often 59.4 µM), without a hit: at the highest dose activity change, negative = inhibition, actives largely listed as inhibitors; hit rate 0.092% among 330,000; AID 2101, 2009;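 further: 0% = full enzyme activity and -100% = no enzyme basal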
TDP1 block = qHTS Assay for Inhibitors of Tyrosyl-DNA Phosphodiesterase (TDP1). AID 485290, 2010. hit rate 0.28% among 350,000. recombinant TDP1, AlphaScreen DNA substrate cleavage. Tyrosyl-DNA phosphodiesterase 1 (Homo sapiens), Q9NUW8. Potency, µM (titrated, usually from 130 µM), for inactives: top-dose activity change, negative = inhibition, actives largely listed as inhibitors; further: nearly all actives have a fitted effect of over 40% in size
Target sequence (Q9NUW8 whole entry, looked up): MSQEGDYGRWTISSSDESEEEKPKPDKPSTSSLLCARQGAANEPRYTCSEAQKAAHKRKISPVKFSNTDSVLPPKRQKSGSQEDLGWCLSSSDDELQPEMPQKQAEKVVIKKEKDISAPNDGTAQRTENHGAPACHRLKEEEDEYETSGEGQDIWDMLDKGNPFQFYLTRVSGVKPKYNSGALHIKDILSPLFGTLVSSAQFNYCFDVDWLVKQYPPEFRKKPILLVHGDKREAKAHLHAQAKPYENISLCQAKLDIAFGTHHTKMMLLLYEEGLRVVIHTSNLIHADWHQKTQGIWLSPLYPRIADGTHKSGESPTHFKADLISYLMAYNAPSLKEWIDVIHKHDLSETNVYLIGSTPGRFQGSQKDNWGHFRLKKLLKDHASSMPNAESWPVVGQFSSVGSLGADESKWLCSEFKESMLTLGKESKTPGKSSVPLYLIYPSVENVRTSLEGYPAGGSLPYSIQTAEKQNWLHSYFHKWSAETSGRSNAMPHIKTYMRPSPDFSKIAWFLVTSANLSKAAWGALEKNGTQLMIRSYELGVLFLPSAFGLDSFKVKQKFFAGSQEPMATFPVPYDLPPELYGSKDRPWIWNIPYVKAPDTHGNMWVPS
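Recombinant human Tdp1 (E. coli-expressed, 1 nM final) preincubated with compounds 15 min at room temperature, then 5'-biotin/3'-phosphotyrosine-FITC DNA substrate (15 nM final) added for 5 min. AlphaScreen beads (10 ug/ml final) added 10 min; cleavage lowers signal.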
* hit, by the source's call; u = inconclusive; x = no result given; & = joins results of further samples; [ ] = another dose, or the depositor's remark. The call rests on the fitted dose curve; in most records, active means well fitted curve in the direction sought with a large enough effect; inconclusive means small, poorly fitted or top-dose-only effect, or another doubt; inactive means no such curve, though single readings can be large; an effect the other way counts as inactive or inconclusive. Unless noted, on the % scale 0 is the no-effect control and ±100 the full control effect; potency means the concentration at half of the fitted maximal effect.

SMILES	FEN1 inhibitor	N370S GC	TDP1 block
CCCC[n+]1c(C)sc2ccc(C)cc21	2%	-9%	5%
O=C(CS(=O)(=O)c1ccccc1)NCc1ccc(Cl)cc1	7%	1%	3%
CCc1ccc(NCCC(=O)c2ccc(Cl)cc2)cc1	-4%	-2%	0%
c1ccc(-c2nc3cc4ccccc4cc3[nH]2)nc1	-20%	3%	7%
CCn1c(SCC(=O)N2CCCCCC2)nc2c([nH]c3ccccc32)c1=O	3%	-6%	0%
O=C(CN1CCN(c2ccccn2)CC1)NCc1cccs1	1%	0%	5%
CC(C)N1C(=O)C2C(c3ccccc3O)NC(C)(C(=O)O)C2C1=O (stereo not given)	-4%	-4%	6%
Cc1c(C(=O)N2CCOCC2)c(S(=O)(=O)Nc2ccc(Br)cc2F)c(C)n1C	-8%	-5%	9%
O=C(Nc1cnn(Cc2ccc(F)cc2)c1)C(c1ccccc1)c1ccccc1	-1%	9%	5%
O=C(OCCN(C1=NS(=O)(=O)c2ccccc21)c1ccccc1Cl)c1ccc(Cl)cc1	1%	u	0%
O=C(O)c1ccccc1-c1ccccc1C(=O)Nc1ccc2c(c1)[nH]c(=O)c1ccccc12	-5%	-10%	x
Cc1cccc(N2CCN(CCCNC(=O)c3nnc(Cc4c(F)cccc4Cl)o3)CC2C)c1 (stereo not given)	-20%	x	-4%[12.3 µM]
CCN(CC(=O)Nc1ccc(NC(C)=O)cc1)C(=O)/C=C/c1ccc(S(=O)(=O)N2CCCCCC2)cc1	15%	-8%	2%
CC1CCCC(NC(=O)COC(=O)COc2ccc(Cl)cc2)C1C (stereo not given)	10%	7%	0%
Cc1cc([N+](=O)[O-])cc(C)c1OCC(=O)N/N=C/c1ccc(OC(=O)c2ccccc2)cc1	-14%	7%	-1%
CCN(C[C@H]1N[C@@](Cc2ccccc2)(C(=O)OC)[C@H]2C(=O)N(Cc3ccccc3)C(=O)[C@@H]12)S(=O)(=O)c1ccc(F)cc1	10%	x	0%
Cc1cccc2cc(/C=N/NC(=O)c3ccncc3)c(Cl)nc12	-6%	-4%	x
COC(=O)c1cc(NC(=O)C23CCC(C)(C(=O)O2)C3(C)C)cc(C(=O)OC)c1 (stereo not given)	-12%	-1%	2%
CCOc1ccc(S(=O)(=O)N2CCN(c3cc(Cl)ccc3Cl)CC2)c2ccccc12	-16%	x	-3%
O=S(=O)(c1ccc(F)cc1)N1CCN(S(=O)(=O)c2ccc3c(c2)OCCO3)CC1	-3%	x	1%&1%
Cc1cc(C)c2cc(CN(Cc3ccco3)C(=O)NCc3ccccc3)c(=O)[nH]c2c1	3%	0%	-3%
Clc1ccc(-c2nnc3n2-c2ccccc2SC3)cc1	1%	1%	-4%
O=[N+]([O-])c1ccc(Nc2ccc(F)cc2)nc1	-3%	7%	-3%
CCc1ccc2[nH]c(=O)c(CN(CCCN3CCOCC3)C(=O)Nc3ccccc3)cc2c1	-2%	-23%	5%
CCOc1cc(C(c2c(C)[nH][nH]c2=O)c2c(C)[nH][nH]c2=O)ccc1OC(=O)c1cccc([N+](=O)[O-])c1	2%	x	11%
COc1cc(/C=N/NC(N)=O)cc(Br)c1OCc1ccc(C)cc1	-11%	x	-4%
N#Cc1ccccc1NC(=O)Nc1cccs1	2%	7%	3%
CCc1cccc(C)c1NC(=O)C(C)Sc1nc2c(c(=O)[nH]1)CCCC2 (stereo not given)	15%	x	6%
O=C(c1cnccn1)N1CCc2c([nH]c3ccccc23)C1c1cccc(Cl)c1 (stereo not given)	0%	4%	5%
O=C(N/C(=C/c1cccc([N+](=O)[O-])c1)C(=O)N1CCCC1)c1ccccc1	8%	-4%	1%[0.0935 µM]
Cc1ccc(Cn2c(CNC(=O)Cc3cccc([N+](=O)[O-])c3)nc3cccnc32)cc1	-4%	x	2%
O=C(c1ccccc1)c1ccc(C(=O)N2CCN(c3ccc(F)cc3)CC2)o1	-23%	1%	6%
CON(C)C(=O)CCC1CCCN1C(=O)OC(C)(C)C (stereo not given)	-1%	x	2%
Cc1nn(C)c(Cl)c1C(N)=O	18%	2%	1%
C=CCC(CC=C)(NC(=O)c1ccccc1)c1ccccc1	1%	7%	3%
CCNC(=S)N1CCN(S(=O)(=O)c2ccc(C)c(C)c2)CC1	16%	-9%	4%
Cc1cccc(NC(=O)CSCc2cc(=O)n3ccsc3n2)c1C	17%	0%	1%
CCc1ccc(NC(=O)C2CCCN(S(C)(=O)=O)C2)cc1 (stereo not given)	3%	24%	0%
O=C1C(=O)N(c2ccccn2)C(c2cccc(F)c2)/C1=C(/O)c1ccccc1 (stereo not given)	22%	0%	x
COc1ccc(N2C(=O)C3C(c4ccc(C(=O)O)cc4)NC(Cc4ccccc4)(C(=O)O)C3C2=O)c([N+](=O)[O-])c1 (stereo not given)	-3%	11%	3%
CNc1cc(N2CCN(S(=O)(=O)N(C)C)CC2)ccc1[N+](=O)[O-]	12%	-19%	-3%
C/C(=N\NC(N)=S)C12CC3CC(CC(C3)C1)C2	3%	x	6%
COc1ccccc1-c1cc(C(F)(F)F)nc(S(=O)(=O)CCCC(=O)Nc2ccccc2F)n1	-15%	x	6%
Fc1ccc(-n2ncc3c(Nc4ccc(Oc5ccc(Cl)cc5)cc4)ncnc32)cc1	-18%	x	-3%
O=C(Nc1ccc(Cl)cc1Cl)NC1CCN(S(=O)(=O)c2ccc(F)cc2)CC1	-5%	10%	-3%

Entries of single compounds, quoted from the list. Values in the order: FEN1 inhibitor, N370S GC, TDP1 block
Results for O=C(Nc1ccc(Cl)cc1Cl)NC1CCN(S(=O)(=O)c2ccc(F)cc2)CC1 → -5%, 10%, -3%
Results for Cc1cccc(NC(=O)CSCc2cc(=O)n3ccsc3n2)c1C → 17%, 0%, 1%
Results for Fc1ccc(-n2ncc3c(Nc4ccc(Oc5ccc(Cl)cc5)cc4)ncnc32)cc1 → -18%, x, -3%

Entries listed so far with fluorine:
SMILES	FEN1 inhibitor	N370S GC	TDP1 block
Cc1c(C(=O)N2CCOCC2)c(S(=O)(=O)Nc2ccc(Br)cc2F)c(C)n1C	-8%	-5%	9%
O=C(Nc1cnn(Cc2ccc(F)cc2)c1)C(c1ccccc1)c1ccccc1	-1%	9%	5%
Cc1cccc(N2CCN(CCCNC(=O)c3nnc(Cc4c(F)cccc4Cl)o3)CC2C)c1 (stereo not given)	-20%	x	-4%[12.3 µM]
CCN(C[C@H]1N[C@@](Cc2ccccc2)(C(=O)OC)[C@H]2C(=O)N(Cc3ccccc3)C(=O)[C@@H]12)S(=O)(=O)c1ccc(F)cc1	10%	x	0%
O=S(=O)(c1ccc(F)cc1)N1CCN(S(=O)(=O)c2ccc3c(c2)OCCO3)CC1	-3%	x	1%&1%
O=[N+]([O-])c1ccc(Nc2ccc(F)cc2)nc1	-3%	7%	-3%
O=C(c1ccccc1)c1ccc(C(=O)N2CCN(c3ccc(F)cc3)CC2)o1	-23%	1%	6%
O=C1C(=O)N(c2ccccn2)C(c2cccc(F)c2)/C1=C(/O)c1ccccc1 (stereo not given)	22%	0%	x
COc1ccccc1-c1cc(C(F)(F)F)nc(S(=O)(=O)CCCC(=O)Nc2ccccc2F)n1	-15%	x	6%
Fc1ccc(-n2ncc3c(Nc4ccc(Oc5ccc(Cl)cc5)cc4)ncnc32)cc1	-18%	x	-3%
O=C(Nc1ccc(Cl)cc1Cl)NC1CCN(S(=O)(=O)c2ccc(F)cc2)CC1	-5%	10%	-3%

Additional results
SMILES	FEN1 inhibitor	N370S GC	TDP1 block
CCOC(=O)N1CCC(Nc2c(NCCCN(C)Cc3ccccc3)c(=O)c2=O)CC1	2%	4%	2%
Cc1ccc(NC(=O)C2CC(=O)N(C(C)c3ccccc3)C2)cc1 (stereo not given)	-5%	x	1%
Cc1ccc(-n2nnnc2SCC(=O)Nc2ccc(N3CCN(C)CC3)cc2)c(C)c1	-2%	-3%	8%
c1coc(CN=C2NC(=NCc3ccco3)c3ccccc32)c1	2%	-5%	-2%
O=C(Cc1cc(=O)[nH]c(=O)[nH]1)NCc1ccccc1	18%	10%	4%
COc1cccc(NC(=O)c2ccc(NS(=O)(=O)c3cccs3)cc2)c1	14%	8%	3%
COc1cccc(OC)c1C(=O)Nc1ccccc1N1CCCC1	0%	6%	3%
O=C(CN1CCN(Cc2ccccc2)CC1)N1CCN(c2ccccc2)CC1	-1%	-10%	6%
O=C(Cc1cccc2ccccc12)N1CC[C@@]2(O)CCCC[C@H]2C1	0%	2%	6%
O=C(c1ccccc1)C(Cn1cncn1)C(Sc1ccccc1)c1ccccc1 (stereo not given)	-4%	8%	-1%
CC(=O)c1cccc(NC(=O)C2CCN(S(=O)(=O)c3ccccc3)CC2)c1	3%&10%	4%	2%
COc1cccc2c1Oc1ncccc1N(C(=O)CCC(=O)NCc1cccc(C)c1)C2	-8%	-12%	2%
COc1ccc(C(=O)N/C(=C\c2cn(S(=O)(=O)N(C)C)c3ccccc23)C(=O)N2CCOCC2)cc1	-15%	-9%	6%
COc1cc2c3nnc(-c4ccc(F)cc4)c-3cn(Cc3cccc(C)c3)c2cc1OC	-1%	-12%	5%
CCC(=O)NC(C)c1nc2ccccc2n1C (stereo not given)	1%	-13%	-1%
CN1CCN(C(=O)CCN2C(=O)c3ccccc3C2=O)CC1	-2%	-2%	-10%
Cc1c(Br)c([N+](=O)[O-])nn1C(C)C(=O)N1CCCc2ccccc21 (stereo not given)	2%	10%	4%
Cc1ccc(C(=O)NC2CCCCNC2=O)cc1C (stereo not given)	5%	3%	4%
O=C(CSCc1ccc(Cl)cc1Cl)Nc1nccs1	-2%	11%	8%
CSc1ccc(CSCC(=O)N2CCN(S(=O)(=O)c3ccc(C)cc3C)CC2)cc1	-20%	x	0%
CCN(CC)c1ccc(N=Cc2c(C)[nH]c3ccccc23)cc1	-6%	-10%	10%
COc1ccc(CNC(=O)Cn2ncc3c(=O)oc4ccccc4c32)c(OC)c1	-2%	x	0%
COc1cc(NC(=O)COC(=O)Cc2ccc(-c3ccccc3)cc2)cc(OC)c1	12%	2%	-3%
CCc1cccc(NC(=O)c2cccc(S(=O)(=O)N3CCN(C)CC3)c2)c1	2%	-19%	x
CCOc1ncccc1C(=O)N1CCN(S(=O)(=O)c2ccc3c(c2)OCCO3)CC1	-2%	x	1%[56.1 µM]
CC(=O)Nc1ccccc1NC(=O)c1cc(C)cc(C)c1	-1%	7%	-3%
CC(C)Cn1c(/C=C/c2ccc(F)cc2)nc2ccccc21	-19%	x	-2%
Cc1cc(Cc2ccc([N+](=O)[O-])cc2)c(C)cn1	-4%	-5%	x
Cn1c(=O)c2sccc2n2c(CCCC(=O)Nc3ccc(Oc4ccccc4)cc3)nnc12	u	x	3%
COC(=O)c1ccc(C(=O)OC)c(NC(=S)N2CCN(c3cc(Cl)ccc3C)CC2)c1	-8%	1%	0%
O=C(CC12CC3CC(CC(Br)(C3)C1)C2)NC1=NCCS1	3%	-10%	2%
COc1ccc(-n2c(Cc3cccn3C)nnc2SCC(=O)Nc2nccs2)cc1	9%	-17%	5%
Cc1oc(-c2ccccc2Cl)nc1CS(=O)CC(=O)NCc1ccc2c(c1)OCO2 (stereo not given)	13%	-20%	3%
COc1ccc(N2CC(NC(=O)CCCc3ccccc3)CC2=O)cc1 (stereo not given)	5%	x	3%
CCCn1c(SCC(=O)Nc2ccc3c(c2)OCO3)nc2c1c(=O)n(C)c(=O)n2C	-12%	-5%	3%
Cc1cc(/C=C(\C#N)C(=O)O)c(C)n1CCC(C)C	-1%	u	x
O=C(Nc1ccc(Cl)c(NC(=O)c2cccs2)c1)c1ccco1	13%	4%	2%
CCOC(=O)N1CCN(S(=O)(=O)c2ccc(C)c(C)c2C)CC1	3%	-5%	3%
O=C(NCc1ccc(Cl)c(Cl)c1)c1ccc2c(c1)OCO2	1%	28%	-1%
COc1ccc(C(CNC(=O)C(C)Oc2ccc(Br)cc2)N2CCOCC2)cc1 (stereo not given)	2%	u	-3%
CCCOc1ccc2c3c(c(=O)oc2c1)CCCC3	-9%	30%	-5%
Cc1nc2c(C#N)cnn2c2c1CCNN2C	-12%	-3%	5%
Cc1[nH]c2ccccc2c(=O)c1CN(C)Cc1ccccc1	-3%	4%	1%
CN1N=C(c2ccc(F)c(F)c2)CSC1=NCc1ccccc1	9%	3%	-4%
CCn1c(SCc2nc3ccccc3c(=O)[nH]2)nc2ccccc2c1=O	-11%	u	4%
COc1ccccc1-c1csc(-n2ncc(C#N)c2N)n1	x	-2%	-7%

Assay outcomes as filed in PubChem.
